D2 ag: HTS Assay for Allosteric Agonists of the Human D2 Dopamine Receptor: Primary Screen for Agonists. AID 485358, 2010. actives 0.53% (n = 340,000). HEK293 T-REx D2 cells, calcium flux agonist mode. activation, % at 2 µM. D(2) dopamine receptor (Homo sapiens), P14416;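 active means activation over 3 SD above normal in the single-dose calcium agonist read, cut at about 30% in these data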; further: 0% is about no effect
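HEK293 Trex D2 cells, tetracycline-induced, o/n 30 C 5% CO2; no-wash Ca dye, RT 30–90 min; 10-cycle baseline, 23 nl cpd added, kinetic Ca read 180 s; agonist hits = positive Ca response.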
IDH1 R132H inh: qHTS for Inhibitors of mutant isocitrate dehydrogenase 1 (IDH1): qHTS; actives 0.093% (n = 390,000); Potency, µM (titrated, usually from 76.6 µM), inactives show at the top dose activity change, negative = inhibition, most hits filed as inhibitors; IDH1-R132H enzyme, NADPH consumption, diaphorase/resazurin fluorescence; Isocitrate dehydrogenase [NADP] cytoplasmic (Homo sapiens), O75874; further: potency means the concentration at half of the fitted maximal effect; on the % scale 0 is the no-effect control and ±100 the full control effect; nearly all actives have a fitted effect of over 65% in size
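IDH1-R132H (0.5 ug/mL dispensed) in pH 7.5 Tris buffer was preincubated 30 min with compound, then given a substrate mix of 0.016 mM NADPH and 2 mM alpha-KG for 80 min at room temperature; remaining NADPH was read by diaphorase/resazurin fluorescence.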
rTrxR1 inhibitor: qHTS Assay for Inhibitors of Mammalian Selenoprotein Thioredoxin Reductase 1 (TrxR1): qHTS. Thioredoxin reductase 1, cytoplasmic (Rattus norvegicus), O89049. recombinant rTrxR1, NADPH fluorescence consumption, selenite substrate. Potency, µM (doses to about 114 µM), for the others: at the top dose activity change, negative = inhibition, most hits filed as inhibitors. actives 1% (n = 390,000); further: potency means the concentration at half of the fitted maximal effect; on the % scale 0 is the no-effect control and ±100 the full control effect; nearly all actives have a fitted effect of over 65% in size
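Rat TrxR1 (90 nM in the dispensed reagent) was pre-reduced with 400 uM NADPH for 5 min at room temperature, then incubated with compound for 15 min. After 400 uM selenite was added, NADPH fluorescence (Ex 340/Em 450 nm) was followed for 8 min.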
TRHR PAM: qHTS for Small Molecule Agonists and Allosteric Enhancers of Human TRH Receptor: Primary Screen for Enhancers; Thyrotropin-releasing hormone receptor (Homo sapiens), P34981; TRHR cells, fluo-8 calcium fluorescence, EC20 TRH enhancement; enhancement, % at 2 µM; actives 0.66% (n = 360,000); AID 493056, 2011; in the data active means enhancement above about 30%; further: 0% is about no effect
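TRHR-expressing cells loaded with fluo-8 calcium dye were read kinetically (ex 480/em 530) during compound addition, then stimulated with an EC20 of TRH (10 nM final). Enhancement of the Gq-mediated intracellular calcium response was scored.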
TRHR agonist: qHTS for Small Molecule Agonists and Allosteric Enhancers of Human TRH Receptor: Primary Screen for Agonists. activation, % at 2 µM. actives 0.18% (n = 360,000). TRHR cells, calcium flux fluo-8, FDSS agonist mode. AID 493084, 2011; in the data active means activation above about 30%; further: 0% is about no effect
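Steps: seed TRHR cells overnight; add fluo-8 no-wash Ca dye, RT 30 min–1.5 h; record 10 s baseline; pin-transfer compounds; monitor fluorescence 1 cycle/s for the agonist window. Calcium increases flag candidate agonists.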
TrxR1 substrate: qHTS Assay for Substrates of Mammalian Selenoprotein Thioredoxin Reductase 1 (TrxR1): qHTS; Thioredoxin reductase 1, cytoplasmic (Rattus norvegicus), O89049; purified TrxR1 substrate turnover, NADPH consumption readout; Potency, µM (titrated, usually from 114 µM), for the others: top-dose activity change, negative = substrate turnover; actives 0.01% (n = 390,000); AID 588456, 2011; further: potency means the concentration at half of the fitted maximal effect; on the % scale 0 is the no-effect control and ±100 the full control effect; nearly all actives have a fitted effect of over 50% in size
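Rat TrxR1, dispensed at 90 nM, was prereduced with 400 uM NADPH (final) for 5 min at ~22 deg C, then incubated with compound 15 min before 400 uM selenite. A first-read NADPH fluorescence drop versus no-compound background flagged substrates.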
USP1 inh: Inhibitors of USP1/UAF1: Primary Screen; Ubiquitin carboxyl-terminal hydrolase 1 (Homo sapiens), O94782; Potency, µM (titrated, usually from 57.1 µM), for inactives: at the highest dose activity change, negative = inhibition, hits mostly inhibitors; actives 0.23% (n = 390,000); recombinant USP1/UAF1, Ub-Rhodamine cleavage fluorescence; AID 743255, 2014; further: potency means the concentration at half of the fitted maximal effect; on the % scale 0 is the no-effect control and ±100 the full control effect; nearly all actives have a fitted effect of over 60% in size; inactives centre near -12
Target sequence (O94782 whole entry, looked up): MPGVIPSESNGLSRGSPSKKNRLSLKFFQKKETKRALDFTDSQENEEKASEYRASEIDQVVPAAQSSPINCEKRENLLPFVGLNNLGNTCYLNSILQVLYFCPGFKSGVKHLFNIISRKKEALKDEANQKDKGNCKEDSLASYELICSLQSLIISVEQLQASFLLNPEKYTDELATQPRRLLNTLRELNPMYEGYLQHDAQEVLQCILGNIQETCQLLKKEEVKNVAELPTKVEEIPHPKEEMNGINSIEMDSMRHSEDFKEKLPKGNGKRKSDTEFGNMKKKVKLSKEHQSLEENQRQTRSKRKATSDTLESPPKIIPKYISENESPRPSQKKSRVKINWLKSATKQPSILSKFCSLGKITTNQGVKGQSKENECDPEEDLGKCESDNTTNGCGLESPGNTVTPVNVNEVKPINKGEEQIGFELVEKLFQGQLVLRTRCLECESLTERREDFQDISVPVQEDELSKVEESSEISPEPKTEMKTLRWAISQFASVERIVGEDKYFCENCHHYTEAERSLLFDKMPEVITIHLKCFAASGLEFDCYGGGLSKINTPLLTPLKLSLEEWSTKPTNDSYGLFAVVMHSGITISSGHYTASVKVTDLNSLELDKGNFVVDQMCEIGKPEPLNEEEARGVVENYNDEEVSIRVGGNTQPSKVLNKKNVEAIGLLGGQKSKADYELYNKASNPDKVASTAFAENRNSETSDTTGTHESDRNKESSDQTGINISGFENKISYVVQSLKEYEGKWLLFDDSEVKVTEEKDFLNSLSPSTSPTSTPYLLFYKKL
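Step one: compound is pinned into 1nM USP1/UAF1 in HEPES pH 7.8 buffer with TCEP. Step two: 15 min room-temperature incubation. Step three: Ub-Rho (150nM final) starts cleavage, tracked by fluorescence over six one-minute reads.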
PI4K2A inh: qHTS for small molecular inhibitors of PI4K2A; Phosphatidylinositol 4-kinase type 2-alpha (Homo sapiens), Q9BTU6; purified PI4K2A, ADP-Glo luminescence, 1 h; stronger effect = lower value; activity change, negative = inhibition, % at 76.9 µM; actives 0.13% (n = 420,000); in the data active means activity change below about -50%; inconclusive means mostly about -30% to -49%;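 further: -100% = wells without enzyme as full effect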
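Compounds are screened against recombinant PI4K2A using PI as substrate and ATP, the latter dispensed at 300 microM. Reactions run one hour at ambient temperature before ADP-Glo detection; full inhibition defined by wells lacking enzyme.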
D2 antagonist: HTS Assay for Allosteric Antagonists of the Human D2 Dopamine Receptor: Primary Screen for Antagonists. HEK293 TREx D2 cells, calcium flux, dopamine EC80. actives 2% (n = 340,000). inhibition, % at 10 µM; in the data active means inhibition above about 30%; further: 0% is about no effect
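In this primary screen, negative modulation is detected by tracking calcium flux after an EC80 dopamine challenge in inducible HEK293 T-REx D2 cells preexposed to test compound for 180 s.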
* = called active by the depositor; ? = inconclusive; · = not tested or not shown; & = joins results of further samples; [ ] = another dose, or the depositor's remark. Unless noted, the call rests on the fitted dose curve; in most records, active means well fitted inhibition curve with a large enough effect; inconclusive means small, poorly fitted or top-dose-only effect; inactive means no such curve, though single readings can be large or run the other way.

The first 2 entries, to show the layout:
SMILES	D2 ag	IDH1 R132H inh	rTrxR1 inhibitor	TRHR PAM	TRHR agonist	TrxR1 substrate	USP1 inh	PI4K2A inh	D2 antagonist
CCNC(=S)NNC(=O)c1cc(Br)cs1	0.1	3%	-5%	-1	-0.3	3%	-10%	3	-5
O=C(Nc1ccc2c(c1)CN(Cc1ccc(CO)o1)CC2)c1ccc(C(F)(F)F)cc1	0.1	3%	-13%	6	-1.1	6%	-16%	0	13

All compounds of this part, previewed entries included:
SMILES	D2 ag	IDH1 R132H inh	rTrxR1 inhibitor	TRHR PAM	TRHR agonist	TrxR1 substrate	USP1 inh	PI4K2A inh	D2 antagonist
CCNC(=S)NNC(=O)c1cc(Br)cs1	0.1	3%	-5%	-1	-0.3	3%	-10%	3	-5
O=C(Nc1ccc2c(c1)CN(Cc1ccc(CO)o1)CC2)c1ccc(C(F)(F)F)cc1	0.1	3%	-13%	6	-1.1	6%	-16%	0	13
COc1ccc(C(=O)Nc2ccc(C(=O)NCCc3ccc(OC)c(OC)c3)cc2)cc1	-0.3	-14%	14%	-1	0.1	1%	-4%	2	4
CN(CC(=O)N1CC=C(c2ccccc2)CC1)S(=O)(=O)c1cnc[nH]1	0.5	0%	-10%	-9	0.6	-1%	-1%	-3	-7
O=C(NCc1ccco1)c1cccc(S(=O)(=O)N2CCN(Cc3ccccc3)CC2)c1	22	3%	10%	-6	-0.4	0%	-19%	0	4
CC(C)c1ccc(NC2CCCN(C(=O)c3cccnc3)C2)cc1 (stereo not given)	0.9	0%	21%	2	0.0	2%	-11%	4	16
Cc1cc(OC(=O)c2ccc(S(=O)(=O)N3CCOCC3)cc2)c([N+](=O)[O-])c(=O)[nH]1	3.2	0%	9%	3	-0.3	-5%	-13%	-2	6
O=C(OCN1C(=O)c2ccccc2C1=O)C1CCCCC1	0.1	2%	6%	2	-0.1	-4%	-7%	9	-3
Cc1ccc(N2CC(NC(=O)c3ccc(S(=O)(=O)N4CCCC4)cc3)CC2=O)cc1 (stereo not given)	0.0	-8%	10%[57.1 µM]	1	-0.3	1%[57.1 µM]	-23%	-5	·
COc1ccc(OC(=O)COc2ccc(C)cc2)cc1	-0.3	-7%	15%	11	0.5	12%	-29%	-2	13
COc1ccc(CCNC(=S)NC(=O)c2cc(OC)c(OC)c(OC)c2)cc1OC	0.1	5%	23%[57.1 µM]	-9	-0.7	-20%[57.1 µM]	-20%	-8	1
CNS(=O)(=O)c1cccc(C(=O)OCC(=O)Nc2ccc3ccccc3c2)c1	·	2%	22%[57.1 µM]	·	·	-6%[2.29 µM]	9%	1	·
COc1cc(OC)cc(C(=O)NCC(=O)N2CCC(C)CC2)c1	-0.6	-1%	-12%	14	0.9	-11%	-8%	5	15
Cc1ccccc1NC(=O)Cc1nnc(SCC(=O)NC2CCCCC2)n1C	-2.4	1%	24%	5	-1.0	8%	-22%	-2	-7
COc1cc(CC(=O)Nc2cccc(SC)c2)cc(OC)c1OC	1.4	-1%	6%	-5	-0.2	-7%	-14%	1	-14
Cc1cc(C)c(NC(=O)CCCn2c(C)c3cnn(-c4ccccc4)c(=O)c3c2C)c(C)c1	-1.2	-1%	?	5	-0.6	-9%	-10%	-1	·
O=c1c2c(nc3n1CCCCC3)-c1ccccc1CC21CCCC1	-0.5	3%	22%	-2	-0.1	7%	-18%	9	7
CCC(=O)Oc1c(Sc2ccc(Cl)cc2)c(C)nn1C(C)(C)C	0.0	0%	24%	1	0.2	-6%	-14%	2	·
COc1ccc(CNC(=O)C2CCCN(Cc3nc(-c4cccc(C)c4)oc3C)C2)cc1 (stereo not given)	-0.8	10%	13%	5	-0.2	6%	-17%	-5	-7
Cc1cccc(NC(=O)CCc2nc3sc4c(c3c(=O)[nH]2)CCCC4)n1	2.3	4%	11%	-1	-0.3	12%	-6%	-4	15
CCOc1ccccc1CN1CCNC(=O)C1CC(=O)NCc1ccccn1 (stereo not given)	10	-6%	-9%	-7	0.1	5%	-13%	0	0
CN(Cc1ccc(F)cc1)C(=O)c1cccc(NS(=O)(=O)c2ccccc2)c1	0.8	-3%	7%	9	-0.3	3%	-10%	5	4
Cc1cc(Cl)c2oc(C(=O)N(CCO)Cc3ccccc3)c(C)c2c1	-0.4	15%	-2%	-5	-0.1	-7%	-8%	3	-7
Cc1nc(NC(=O)c2cccnc2Cl)sc1C	·	-13%	3%	·	·	-6%	-26%	1	·
CC(C)(C)OC(=O)N[C@@H](Cc1ccccc1)c1nnc(SCC(=O)c2ccc(Cl)cc2)o1	0.9	3%	4%	-14	0.4	5%	-13%	0	3
COc1ccc(-c2cc(C(=O)O)c3sc(N4CCCCC4)nc3n2)cc1OC	1.0	9%	-12%	6	0.1	239%[activator]	?	-1	-6
Cc1ccc(NC2(c3nnnn3-c3c(C)cccc3C)CCCCC2)cc1	-1.2	58µM*	39%[activator]	-16	-0.7	6%	-11%	-3	4
CC(C)(C)c1ccc(-n2ncc3c2CCCC3NC(=O)c2csnn2)cc1 (stereo not given)	0.2	-4%	2%	14	-0.1	-5%	5%	0	-15
COc1ccccc1C(=O)Nc1cc(Cl)ccc1O	0.5	1%	-7%	-10	1.3	-4%	1%	1	4
CCOC(=O)c1c(C)[nH]c(C(=O)OCc2ccc(C)cc2)c1C	·	-2%	9%	·	·	4%	-15%	-3	·
COc1ccc(-c2c3c(nc4sc(C(=O)Nc5ccccc5F)c(N)c24)CC(C)(C)CC3=O)cc1	-2.2	·	-9%	7	-1.0	0%	-21%	-6	·
CC(C)(C)c1ccc(S(=O)(=O)NNC(=O)c2cc3ccccc3[nH]2)cc1	0.2	-3%	10%[57.1 µM]	-2	-0.6	-8%[57.1 µM]	-19%	-2	-9
CCCCn1c(N)c(N(Cc2ccccc2OC)C(=O)c2ccc(N3CCCC3=O)cc2)c(=O)[nH]c1=O	-0.3	1%	10%	8	-0.3	1%	-17%	0	13
O=C(Nc1ccccc1)Nc1cccc(-c2cn3cccnc3n2)c1	0.2	-11%	15%[57.1 µM]	-1	-0.1	4%[57.1 µM]	-10%	-2	6
CSc1ccccc1NC(=O)c1cc(-c2ccc3c(c2)OCO3)on1	-0.1	23%	11%[57.1 µM]	-2	0.8	9%[0.0914 µM]	-13%	-2	-7
CC(C)CNC(=O)C1Nc2ccc(OC(F)(F)F)cc2C2C=CCC12 (stereo not given)	·	-27%	?	·	·	-6%	-13%	-4	·
COc1cc(/C=N/NC(=O)c2c(-c3c(Cl)cccc3Cl)noc2C)ccc1OCC(N)=O	-0.3	-5%	11%	14	-0.5	1%	-23%	8	3
O=C(CSc1nnc(-c2ccco2)n1Cc1ccco1)NCc1cccs1	-0.4	-3%	2%	-4	-0.8	-3%	-14%	-2	-8
COCCCNC(=O)C1CCC(CNS(=O)(=O)c2ccc(Cl)cc2)CC1 (stereo not given)	-0.2	18%	27%[57.1 µM]	-4	0.1	11%	-9%	-3	3
COc1ccc(CN(CC(=O)NCc2ccco2)C(=O)CCC(=O)Nc2ccccn2)cc1	-1.1	10%	3%[57.1 µM]	-5	0.3	2%	-9%	4	-16
COc1ccc(C(C(=O)NC(C)(C)C)N(C(=O)CCC(=O)Nc2cc(C)on2)c2c(C)cccc2C)cc1 (stereo not given)	0.6	-2%	-6%[57.1 µM]	11	0.9	-4%[57.1 µM]	-24%	-4	23
COc1ccc(N2CCN(C(=O)COC(=O)CSc3ccccc3)CC2)cc1	0.1	-7%	31%[57.1 µM]	-1	0.1	-7%	-21%	-2	12
Cc1ccc(C(=O)NCC(C)(C)N2CCOCC2)s1	0.4	7%	15%	-2	0.4	8%	-15%	1	7
CCCC[C@@H]1CCCO[C@@](C(=O)NCc2cc(C)n(C)n2)(C(F)(F)F)C1	·	3%	10%&4%	·	·	-1%&-10%	-22%	5	·
CCc1ccc2c(c1)c(=O)c(S(=O)(=O)c1ccc(F)cc1)cn2CC(=O)Nc1ccc(C)cc1C	-1.0	-10%	-9%	-3	-2.1	-14%	-10%	-2	·
CC(=O)Nc1ccc(Cl)c(-c2nc3ncccc3o2)c1	-1.4	0%	-1%[2.29 µM]	-5	0.9	1%[2.29 µM]	-11%	1	21
O=C(c1ccc(S(=O)(=O)N2CCCCC2)cc1)N1CCN(Cc2ccc3c(c2)OCO3)CC1	-0.1	4%	2%	-1	-0.1	-1%	-19%	6	-12
NCC1CC2c3ccccc3C1c1ccccc12 (stereo not given)	1.1	-2%	23%	6	0.8	8%	-22%	1	11

Compound profiles (already shown). Order of values: D2 ag | IDH1 R132H inh | rTrxR1 inhibitor | TRHR PAM | TRHR agonist | TrxR1 substrate | USP1 inh | PI4K2A inh | D2 antagonist
CCCC[C@@H]1CCCO[C@@](C(=O)NCc2cc(C)n(C)n2)(C(F)(F)F)C1 is entered as · | 3% | 10%&4% | · | · | -1%&-10% | -22% | 5 | ·
Cc1cccc(NC(=O)CCc2nc3sc4c(c3c(=O)[nH]2)CCCC4)n1 is entered as 2.3 | 4% | 11% | -1 | -0.3 | 12% | -6% | -4 | 15

Screening results as filed in PubChem BioAssay.
